High-throughput results from PubChem BioAssay.
F508del corr = F508del CFTR correction, initial screen, CFBE line, single point | CFBE cells, YFP halide quenching; stimulated with forskolin plus potentiator P3; % fluorescence drop versus neutral controls | activity (quench increase), % at 7.58 µM | actives 0.36% (n = 350,000);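 active = mean added fluorescence quench of at least 8% versus neutral control, with both replicates also reaching 8%; inconclusive = only one of the mean or replicate conditions met; inactive = mean below 8% and not both replicates reaching 8%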;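 note: cells transiently co-express mutant CFTR-F508del with the halide-sensitive YFP; corrector assay measuring rescue of mutant channel to the surface after 24 h compound exposure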
PAX8 inh HTS = inhibitors of PAX8-driven TPO luciferase reporter, primary screen, RMG-I cells, single concentration. SteadyGlo, 24 h. inhibition, % at 12.6 µM. actives 1.2% (n = 360,000);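 active = mean replicate inhibition at least 60% with every replicate also reaching 60%; inconclusive = only one of the two criteria is met; inactive = mean below 60% and not all replicates reaching 60%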;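 note: luciferase light reporting Pax8 driven TPO promoter activity; plate controls were median of neutral control wells for no effect and mitoxantrone controls for full effect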
GSIS activator = GLuc luminescence reporter in INS-1E cells, primary screen for activators of glucose-dependent secretion of insulin; activation, % at 16.6 µM; actives 0.61% (n = 370,000); AID 743287, 2014; INS-1E GLuc reporter insulin secretion, 2-3 h;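 active = lowest replicate activation of at least 40%, so every replicate reaches that level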;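 note: 0% = median of neutral control wells and 100% = median of IBMX positive control wells; some compounds called inactive have numbers as strong as hits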
DENV2 CPE rescue = inhibitors of DENV2 cytopathic effect, primary screen, cell-based, plate reader, single concentration; DENV2-infected cells, cytopathic effect rescue; CPE inhibition, % at 9.99 µM; actives 1.7% (n = 350,000); AID 651640, 2012; in the data active = CPE inhibition above about 20%, passing the limit was not always enough; inconclusive = no clear call, values can overlap the other calls; tested in BHK-21 cells;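 note: 0% = median of neutral control wells and 100% = median of positive control wells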
FN deposit inh = inhibitors of fibronectin matrix deposition, primary screen, AH1F cells, Alexa488-fibronectin fluorescence, plate reader. AH1F fibroblasts, overnight. inhibition, % at 12.6 µM. actives 0.086% (n = 350,000);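 active = mean inhibition across replicates of 30% or more, regardless of how many single replicates reach that level; inconclusive = mean under 30% yet at least half of replicates reach 30%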;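 note: positive control wells lacked labelled fibronectin entirely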
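Material: AH1F fibroblasts assembling fluorescent fibronectin matrix; amount: 10000 AH1F cells/well; medium: DMEM, 2% serum; reagent: Alexa488-fibronectin, 24 nM final in well; dosing: single compound dose, delivered by pin transfer; incubation: 1 h adhesion, overnight exposure; detection: fluorescence after three HBSS washes, excitation 485 nm, emission 525 nm; measure: fibronectin deposition inhibition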
EWS-Fli block = EWS/Fli-driven NR0B1 reporter inhibitors, primary screen, A673 cells, NR0B1 luciferase, luminescence, MLPCN library. inhibition, % at 12.6 µM. viability-normalised. actives 0.67% (n = 350,000). AID 651661, 2012;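 active = mean inhibition of at least 50% after viability correction, with every replicate also passing that limit; inconclusive = mean reaches 50% but only one of two replicates passes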;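 note: firefly luciferase signal divided by Alamar Blue viability fluorescence both relative to DMSO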
miR-122 sensor = miR-122 Renilla sensor signal increase in Huh7, primary screen, miR-122 inhibitor project, cell-based, single point, plate reader; activation (reporter increase), % at 12.5 µM; actives 0.3% (n = 340,000); Huh7 miR-122 Renilla luciferase sensor, 48 h; neutral wells = 0, positive control = 100; AID 602342, 2012;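 active = mean replicate activation score at least 90 and every replicate individually at or above 90; inconclusive = only one of the two criteria met; inactive = neither criterion met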;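 note: higher luciferase means less miR-122 activity so hits act as miR-122 inhibitors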
Active calls of the source: *; ? = inconclusive; . = no result given; [ ] = dose if it differs, or a comment.

smiles,F508del corr,PAX8 inh HTS,GSIS activator,DENV2 CPE rescue,FN deposit inh,EWS-Fli block,miR-122 sensor
COc1ccc(S(=O)(=O)NCC(=O)N(CC(=O)NCC2CCCO2)Cc2ccc(F)cc2)cc1 (configuration not stated),1.7,24,-8,0,2,-2,1
Cc1nnc(N2C(=O)C(O)=C(C(=O)c3ccco3)C2c2ccc(F)cc2)s1 (configuration not stated),2.0,14,5,?,-3,0,4
CC(C)(C)S(=O)(=O)N1C[C@@H]2C(=C(CCO)C[C@@H]3C(=O)N(c4ccccc4)C(=O)[C@@H]32)[C@H]1CCO,0.1,2,6,1,-4,-3,.
COc1ccc([Si](C)(C)[C@H]2[C@H](CCn3cc(CCO)nn3)O[C@@]3(C(=O)N(Cc4cccc(N5CCOC5=O)c4)c4ccccc43)[C@@H]2C)cc1,3.4,83*,.,10,.,-1,.
CCc1ccc(OCCCC(=O)NCc2ccco2)cc1,1.6,15,-10,-2,-13,-3,0
Cc1cc2c(cc1C)N(CC(=O)N1CCCC1)C(=O)CC(c1ccccc1)=N2,.,-26,.,.,4,.,-5
C[C@@H]1CN([C@@H](C)CO)C(=O)Cc2cc(NC(=O)Nc3ccc(F)cc3)ccc2O[C@H]1CN(C)C,0.2,-4,3,13,.,.,1[16.7 µM]
C[C@H]1CN([C@@H](C)CO)C(=O)CCCn2nncc2CO[C@@H]1CN(C)C(=O)Nc1ccc(C(F)(F)F)cc1,-0.5,2,-15,?,-7,-9,0[16.7 µM]
O=C(COC(=O)c1nc(Cl)ccc1Cl)NNC(=O)c1ccccc1,-0.7,-8,16,-4,4,-3,-7
C[C@@H]1CCCCO[C@@H](CN(C)C(=O)C2CCCCC2)[C@H](C)CN([C@H](C)CO)C(=O)c2cc(NC(=O)Nc3ccc(F)cc3)ccc2O1,3.5,86*,-13,5,.,17,-18[16.7 µM]
CC(=O)c1sc(N/N=C2\CC3CC2C(C)C3(C)C)nc1C (configuration not stated),2.7,-49,1,-5,9,-74,5
COc1ccc(CN(CC(=O)NC2CCCC2)C(=O)c2onc(C(N)=O)c2N)cc1,.,.,0,6,.,.,-2
COCCNc1nc(NCc2cccc(OC)c2)c2sc(-c3ccccc3)cc2n1,-2.7,1,4,-4,0,14,-1
CCc1ccc(Nc2ccc(C(=O)O)cc2[N+](=O)[O-])cc1,0.8,-17,-12,1,0,-1,.
CC1CCCC(NC(=O)CN2C(=O)c3cccnc3Oc3ccc(Cl)cc32)C1C (configuration not stated),-1.9,19,3,17,9,.,.
COc1cccc(C2/C(=C(\O)c3ccc4c(c3)OCCO4)C(=O)C(=O)N2CC2CCCO2)c1 (configuration not stated),1.5,-9,14,-2,12,1,.
COC(=O)C[C@@H]1CC[C@@H]2[C@@H](COc3ccc(NC(=O)c4cc(F)cc(F)c4)cc3C(=O)N2C)O1,-2.3,-15,-6,11,-1,18,-33[16.7 µM]
C[C@@H]1CN([C@H](C)CO)C(=O)c2cc(NC(=O)Cc3ccccc3)ccc2O[C@@H]1CN(C)S(=O)(=O)c1ccc(Cl)cc1,6.6,11,-7,-3,.,-9,99*[16.7 µM]
C[C@@H]1CN([C@@H](C)CO)C(=O)c2cc(C#CCc3ccccc3)cnc2O[C@@H]1CN(C)CC1CC1,1.1,-17,-2,4,.,11,.
O=S(=O)(c1ccc(OC(F)(F)F)cc1)N1CCC(O)(c2cccc(C(F)(F)F)c2)CC1,1.5,9,-46,0,0,10,2
O=C1NC(=O)C([N+](=O)[O-])=C(O)C1=O,1.1,-1,7,-4,6,-1,.
CCc1noc(C)c1C(=O)Nc1nc(-c2ccc(OC)cc2OC)cs1,2.8,11,14,?,0,2,1
COc1ccccc1NC(=O)N1C[C@H]2[C@@H](c3ccccc31)[C@H](CO)N2C(=O)c1ccccc1,-4.3,7,2,-2,.,-1,8[16.7 µM]
COc1ccc(S(=O)(=O)NCC(=O)N(CC(=O)NCc2ccco2)Cc2ccccc2)cc1,2.7,6,5,4,1,3,-5
O=C(CCNC(=O)c1ccccc1)NCc1ccccc1F,-0.5,-63,9,-3,-8,-14,5
N#CCCn1[nH]c(-c2ccccc2)cc1=O,.,15,9,.,4,.,-2
CCc1nn(CC(=O)NCCCN2CCN(C)CC2)c(=O)c2cc3sc(C)cc3n12,1.1,-17,219,3,-1,.,4
Cc1cccc2sc(N(CCCN(C)C)C(=O)c3ccc4ncsc4c3)nc12,0.9,-85,7,4,-1,.,-5
Cc1oc(-c2cccc(Cl)c2)nc1CN(C)C1CCOC1 (configuration not stated),1.8,-23,-9,?,20,-17,.
O=C(C1CCOCC1)N1CC(=O)N2[C@@H](CO)[C@@H](c3ccc(-c4ccccc4F)cc3)[C@@H]2C1,-1.3,.,18,0,.,.,.
O=C(N/N=C/c1ccc(OCc2ccc(F)cc2)cc1)c1ccccc1,-0.8,-16,-6,6,3,-21,.
C[C@H]1CN([C@@H](C)CO)C(=O)c2cc(-c3ccncc3)cnc2O[C@@H]1CN(C)C(=O)NC1CCCC1,-2.3,.,17,.,-3,-17,.
CNC(=O)/C(=C\c1ccc2c(c1)OCO2)NC(=O)c1ccc(Br)cc1,.,13,10,.,1,.,.
O=C(NCCc1ccccc1F)C1CCCN1S(=O)(=O)c1ccc2ccccc2c1 (configuration not stated),.,.,-25,.,-3,.,-3
CC(C)C#Cc1cnc2c(c1)C(=O)N([C@@H](C)CO)C[C@H](C)[C@@H](CN(C)C(=O)Nc1cc(F)ccc1F)O2,2.3,.,-32,3,.,-2,2[16.7 µM]
OC(COc1cccc2ccccc12)CN1CCCC1 (configuration not stated),.,13,.,.,-2,.,10
Cc1cc(N)ncc1[N+](=O)[O-],0.4,6,13,-5,0,3,-4
Clc1cccc(-c2nc3c4ccccc4ccn3c2Cc2ccsc2)c1,-0.2,-3,1,2,-1,-27,6
CCC(C(=O)NC1CCCC1)N(C(=O)Cn1nnc(-c2ccc(C)o2)n1)c1ccc(F)cc1 (configuration not stated),0.1,13,12,2,0,6,.
Cc1csc(NC(=O)CSc2ccc(-c3ccccn3)nn2)n1,-2.0,-3,.,0,4,1,-4
CC(=O)c1cnc2ncnn2c1C,.,5,2,.,-9,.,4
COc1cccc(NC(=O)N(C)C[C@@H]2Oc3cc(-c4ccccc4F)ccc3S(=O)(=O)N([C@H](C)CO)C[C@H]2C)c1,-1.6,.,-5,-9,4,11,41[16.7 µM]
O=C(NCC(c1ccco1)N1CCN(c2ccccc2)CC1)c1cccs1 (configuration not stated),0.4,-12,-6,-3,11,-7,-1
O=c1c(Cl)c(NCc2ccc(F)cc2)cnn1C12CC3CC(CC(C3)C1)C2,.,26,-31,.,8,.,-6
CC(C)(C)S(=O)(=O)c1ccccc1-c1noc(-c2ccccc2)c1C(N)=O,1.9,-4,.,-3,0,-13,-3
CSCCC(NC(=O)c1ccccc1)C(=O)Nc1ccc(NC(C)=O)cc1 (configuration not stated),.,2,.,16,-2,0,.
CS(=O)(=O)c1ccccc1C(=O)N(CCC1=CCCCC1)c1c(N)n(Cc2ccccc2)c(=O)[nH]c1=O,2.3,9,-21,?,-11,-2,1
COc1ccc(NC(=O)N(C)C[C@@H]2Oc3ccc(NC(=O)NC(C)C)cc3C(=O)N([C@H](C)CO)C[C@H]2C)cc1,1.1,-19,7,-6,.,-1,1[16.7 µM]
Cc1ccc(C(=O)N2NC(c3ccc(F)cc3)C3C(=O)N(c4ccc(C)cc4)C(=O)C32)cc1 (configuration not stated),0.5,-15,-9,-2,2,3,-4
OCc1ccc(-c2cncc3nccn23)cc1,0.4,-23,32,7,6,-11,-2
Cc1cccc(NS(=O)(=O)c2ccc(C(=O)N3CC(C)OC(C)C3)cc2)c1C (configuration not stated),-0.2,13,-15,0,-1,6,2
C[C@H](CO)N1C[C@H](C)[C@@H](CN(C)S(C)(=O)=O)Oc2cc(C#Cc3ccc(F)cc3)ccc2S1(=O)=O,3.8,.,1,?,1,3,13[16.7 µM]
COc1ccc2[nH]cc(C(=O)NCCc3ccccc3)c(=O)c2c1,-0.8,1,12,-4,1,-77,12
CCc1ccc(C(=O)C(C)OC(=O)Cn2[nH]c(=O)c3ccccc3c2=O)cc1 (configuration not stated),-2.7,-7,17,-5,-9,-5,.
COc1cccc(-c2cn(CC[C@@H]3CC[C@H](NC(=O)CN(C)C)[C@@H](CO)O3)nn2)c1,0.4,9,15,-1,6,2,.
CCn1cc(/C=C(\NC(=O)c2ccc(OC)c(OC)c2)C(=O)N2CCOCC2)c2ccccc21,-3.8,15,10,3,-2,.,-3
C[C@@H]1CN([C@H](C)CO)S(=O)(=O)c2ccc(/C=C/c3ccccc3)cc2O[C@@H]1CN(C)C(=O)c1cccnc1,-1.8,.,-4,-4,1,-4,-32[16.7 µM]
CC(C)OC(=O)c1cc(NC(=O)c2nn(C)cc2Br)cc(C(=O)OC(C)C)c1,.,-11,-7,.,-1,.,.
O=C(COC(=O)c1cc([N+](=O)[O-])ccc1NCCO)Nc1ccc2c(c1)OCO2,2.9,7,-8,0,-3,2,.
CCN(CC)CCN(Cc1cc2ccc(C)cc2[nH]c1=O)C(=O)Nc1ccc(Cl)cc1,2.7,17,-13,-3,6,2,.

Four compounds drawn at random from those above, as already listed:
smiles,F508del corr,PAX8 inh HTS,GSIS activator,DENV2 CPE rescue,FN deposit inh,EWS-Fli block,miR-122 sensor
CC(C)OC(=O)c1cc(NC(=O)c2nn(C)cc2Br)cc(C(=O)OC(C)C)c1,.,-11,-7,.,-1,.,.
CS(=O)(=O)c1ccccc1C(=O)N(CCC1=CCCCC1)c1c(N)n(Cc2ccccc2)c(=O)[nH]c1=O,2.3,9,-21,?,-11,-2,1
C[C@@H]1CN([C@H](C)CO)S(=O)(=O)c2ccc(/C=C/c3ccccc3)cc2O[C@@H]1CN(C)C(=O)c1cccnc1,-1.8,.,-4,-4,1,-4,-32[16.7 µM]
COc1ccc2[nH]cc(C(=O)NCCc3ccccc3)c(=O)c2c1,-0.8,1,12,-4,1,-77,12

Next structures.
smiles,F508del corr,PAX8 inh HTS,GSIS activator,DENV2 CPE rescue,FN deposit inh,EWS-Fli block,miR-122 sensor
O=c1c(O)c(-c2ccc(O)c(O)c2)oc2cc(O)ccc12,2.3,.,8,4,.,13,0
Cc1nnc2c3ccccc3c(Cl)nn12,0.6,8,-6,5,-20,-2,.
Cc1ccc(S(=O)(=O)NCC[C@H]2CC[C@@H](NC(=O)Nc3ccccc3F)[C@@H](CO)O2)cc1,0.1,-13,-3,16,.,-1,.
C[C@@H]1CN([C@@H](C)CO)C(=O)c2cc(NC(=O)CCC(F)(F)F)ccc2O[C@@H](C)CCCCO[C@H]1CN(C)C(=O)Cc1ccccc1,-2.1,-4,-14,5,-18,9,-6[16.7 µM]
CN(CCCC(=O)NCCc1ccccc1)S(=O)(=O)c1ccc([N+](=O)[O-])cc1,0.7,16,-22,-3,1,8,-4
Cn1c(SCC(=O)NC2CCCc3ccccc32)nnc1C1CC1 (configuration not stated),-0.1,1,82*,1,-1,1,-2
NC(=S)NCc1cccnc1,0.0,-7,5,-9,-10,2,35
CN(c1ccccc1)S(=O)(=O)c1cccc(C(=O)NCC(c2cccs2)N2CCOCC2)c1 (configuration not stated),3.2,20,-32,3,23,6,-1
